# Screening data (PubChem)
# rCAG binder = binds r(CAG) RNA repeats; hit rate 1.3% among 370,000; inhibition, % at 3 µM; AID 651821; r(CAG) RNA repeat, TO-PRO-1 dye displacement fluorescence;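 active = inhibition above the plate cutoff, the mean of all test compounds on that plate plus 3 SD, cut at about 35% in these data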;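 note: 0% = DMSO alone and 100% = 100 µM mitoxantrone as full dye displacement; higher means more dye released from RNA so lower well fluorescence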
# MBD2 DNA inh = blocks human MBD2 binding to methylated DNA; TR-FRET, MBD2 binding to methylated oligonucleotide; inhibition, % at 4.4 µM; hit rate 0.31% among 370,000; AID 686964; in the data active = inhibition above about 13%
# NPR2 activator = GC-B (human) receptor activation. P20594. HEK293-GC-B cells, CNP EC30, cGMP TR-FRET; 0% at EC30 CNP, 100% saturating CNP. activation, % at 10 µM. hit rate 0.11% among 370,000. AID 1920062;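 active = activation at 10 µM reaching about 35% in either raw or pattern-adjusted values, limit read from the data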
# LEDGF integ inh = blocks HIV-1 LEDGF/p75-dependent DNA integration; AID 743269; TR-FRET IN-LEDGF/p75 DNA integration, Eu/Cy5; hit rate 0.64% among 370,000; inhibition, % at 3.7 µM;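 active = inhibition above the screen-wide mean plus 3 SD, cut at about 13% in these data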;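 note: signal is the Cy5 over europium emission ratio at 671 and 618 nm; 0% = plate median of compound wells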
# TDP2 absorb = blocks human TDP2 phosphodiesterase activity. O95551. recombinant TDP2, T5PNP hydrolysis, p-nitrophenol absorbance 415 nm. inhibition, % at 12.8 µM. hit rate 0.34% among 370,000;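 active = inhibition above the mean of all tested compounds plus 3 SD, set per campaign, cut at about 25% in these data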;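 note: 0% = DMSO with enzyme and 100% = buffer with substrate but no TDP2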
#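 System – recombinant human TDP2 · Amount – 120 nM TDP2 per well · Buffer or medium – Mg2+-containing Tris-HCl buffer, pH 7.5 · Reagent – T5PNP substrate, 5 mM · Dosing – 12.8 µM single point, 1% DMSO · Incubation – 2 h at 37 °C · Measured by – epi absorbance · Read-out basis – percent inhibition · Benchmarks – high control without enzyme, low control DMSO plus TDP2 · Repeats – singlicate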
# ABHD4 inh = inhibits mouse alpha/beta hydrolase domain 4; Q8VD66; purified mABHD4, FP-Rh probe fluorescence polarization; inhibition, % at 8.92 µM; hit rate 0.54% among 370,000; AID 720543;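 active = inhibition exceeding the mean over every tested compound plus 3 SD, cut at about 30% in these data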;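 note: 0% = plate median of compound wells and 100% = S159A mutant with DMSO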
# Target sequence (Q8VD66 whole entry, looked up, the tested form may be a part): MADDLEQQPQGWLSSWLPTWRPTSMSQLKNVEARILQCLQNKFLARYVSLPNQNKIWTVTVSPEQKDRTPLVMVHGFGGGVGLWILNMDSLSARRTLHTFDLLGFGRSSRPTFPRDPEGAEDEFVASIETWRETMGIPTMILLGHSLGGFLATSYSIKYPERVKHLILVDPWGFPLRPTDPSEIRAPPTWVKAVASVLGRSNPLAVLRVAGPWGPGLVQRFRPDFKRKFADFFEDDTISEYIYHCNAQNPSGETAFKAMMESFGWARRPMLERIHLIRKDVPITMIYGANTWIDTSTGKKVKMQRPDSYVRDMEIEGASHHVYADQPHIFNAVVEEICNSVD
#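 Doses – 8.92 µM, single dose · Material – wild-type mouse ABHD4 protein · Replication – single well per compound (singlicate) · Measure – percent inhibition of probe binding, normalized to plate controls · Schedule – 45 min compound pre-incubation plus 60 min probe step, 25 °C · Detection – fluorescence polarization with parallel and perpendicular emission, 525/598 nm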
# TCR-CD3 inh = inhibitors of human TCR-CD3 interaction; TAMRA-labeled TCR probe fluorescence, biochemical; inhibition, % at 9.4 µM; hit rate 0.37% among 360,000; AID 651800; in the data active = inhibition above about 19%;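 note: recombinant mutant TCR 2C K166C tagged with TAMRA read by polarization; 0% = receptor in buffer alone and 100% = receptor with positive control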
# PRMT1 FP inh = PRMT1 (human) inhibition, primary screen | Q99873 | hit rate 1.3% among 370,000 | inhibition, % at 2.79 µM | recombinant PRMT1, activity-based probe fluorescence polarization;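 active = inhibition above about 21% made by adding two undisclosed values, limit read from the data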
# HTRA1 inhibitor = blocks human HTRA1 serine peptidase | recombinant HTRA1, FP-rhodamine activity-based probe, fluorescence polarization | inhibition, % at 5.96 µM | hit rate 0.5% among 340,000 | AID 504803; in the data active = inhibition above about 36%;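 note: 0% = enzyme with DMSO and 100% = wells lacking enzyme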
# Target sequence (Q92743 whole entry, looked up): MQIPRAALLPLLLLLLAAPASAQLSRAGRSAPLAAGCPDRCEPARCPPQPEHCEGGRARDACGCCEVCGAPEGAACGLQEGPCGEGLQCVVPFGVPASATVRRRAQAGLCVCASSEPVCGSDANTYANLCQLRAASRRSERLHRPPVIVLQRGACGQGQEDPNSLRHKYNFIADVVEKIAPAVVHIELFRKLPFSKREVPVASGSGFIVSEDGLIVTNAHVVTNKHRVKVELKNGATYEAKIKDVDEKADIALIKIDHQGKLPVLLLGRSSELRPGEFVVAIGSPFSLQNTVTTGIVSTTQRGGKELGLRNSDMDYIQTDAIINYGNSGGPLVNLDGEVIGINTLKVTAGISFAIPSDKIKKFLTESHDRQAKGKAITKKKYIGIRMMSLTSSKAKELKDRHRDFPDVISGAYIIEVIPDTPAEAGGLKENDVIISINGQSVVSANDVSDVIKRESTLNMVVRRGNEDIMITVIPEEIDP
# SIAE primary = blocks human sialic acid acetylesterase; Q9HAT2; SIAE FP-Rh probe binding, fluorescence polarization; inhibition, % at 9.66 µM; hit rate 0.69% among 370,000;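 active = inhibition above a cutoff: mean of compounds within the control limits plus 3 SD of those, cut at about 17% in these data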;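 note: 0% = plate median of compound wells and 100% = probe without SIAE protein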
# The depositor's hits bear a star; x = no result given. Some of the compounds tested (hit frequency here may not be typical).
# Values run as follows: PRMT1 FP inh	TDP2 absorb	rCAG binder	SIAE primary	ABHD4 inh	MBD2 DNA inh	HTRA1 inhibitor	LEDGF integ inh	NPR2 activator	TCR-CD3 inh
> Cc1ccc2c(C)c(C(=O)N(C)Cc3ccncn3)oc2c1C
  -3	-12	-4	-8	-4	-1	5	3	2	7
> Cc1cccc(C(C)C)c1NC(=O)C(C)OC(=O)Cc1n[nH]c(=O)c2ccccc12 (centres undefined)
  -1	-2	-3	5	-2	-2	1	6	-3	-1
> O=c1[nH]c2ccccc2c(O)c1-c1ccccc1
  -1	-7	-1	0	2	2	5	-3	7	9
> COC(=O)[C@@]12C[C@@H](CC(=O)NCc3cccc(C(F)(F)F)c3)C(=O)N(Cc3ccccc3)C1=CCC(C)(C)C2
  -1	-8	-2	-3	-9	3	x	-4	1	-7
> CCCc1nc(NCc2ccco2)c(C#N)c2c1COC(C)(C)C2
  -4	5	2	1	2	0	2	0	-1	-2
> CCOC(=O)c1[nH]c(C)c(C(=O)N2CCN(C(=O)c3ccco3)CC2)c1C
  2	6	0	-2	0	-6	3	0	3	5
> Nc1cc(=O)[nH]c(SCC(=O)NCC2CCCO2)n1 (centres undefined)
  0	-11	4	-4	-5	-2	0	6	5	5
> CC(=O)NCCNc1nc2cc(-c3ccc(C(=O)N4CCN(C)CC4)cc3)sc2c(=O)n1C
  -2	-4	3	-2	-2	-2	x	2	3	-5
> N#Cc1cccc(NC(=O)CNc2cccc(S(=O)(=O)N3CCCC3)c2)c1
  -1	0	4	-6	-6	1	-1	4	0	4
> O=C(N/N=C/c1ccco1)c1cc(=O)[nH]c2ccccc12
  1	10	4	4	8	-2	0	0	-1	-3
> CCOC(=O)C1=CN(CC)S(=O)(=O)NC1c1ccc(C(F)(F)F)cc1 (centres undefined)
  5	-4	-1	3	3	-5	1	5	-2	1
> COc1ccc(CCNC(=O)c2ccc3c(=O)n4c(nc3c2)CCC4)cc1OC
  0	-9	-2	-1	2	1	3	-3	3	-3
> CCOc1ccc(OCC)c(NC(=O)C2CCCN(S(=O)(=O)c3cnc[nH]3)C2)c1 (centres undefined)
  7	3	-1	-2	1	1	1	-2	-6	-4
> Cc1cc(C)nc(Sc2nc(Nc3ccccc3)nc(Sc3nc(C)cc(C)n3)n2)n1
  2	15	0	-11	-10	-2	-7	2	6	0
> CCC(C)NC(=O)c1ccccc1NS(=O)(=O)c1ccc(OC)c(OC)c1 (centres undefined)
  1	7	-1	-4	1	-1	-8	2	5	-4
> O=C(NCCc1ccccc1)C1CCCN(S(=O)(=O)c2cccs2)C1 (centres undefined)
  -2	-19	3	0	-3	-5	-1	3	-1	-13
> CCOC(=O)c1ccc(NS(C)(=O)=O)cc1
  -2	-3	0	0	2	-4	6	-1	-5	0
> Cc1cc(N/N=C/c2ccccc2Br)nc2ccccc12
  -3	-6	11	11	12	-3	-12	-3	-12	8
> COc1cccc(N(CC(=O)N/N=C(\C)c2cccs2)S(C)(=O)=O)c1
  -3	6	-3	6	3	0	3	3	1	8
> CCCCCC1C(C(=O)OCC)C(=O)NC1(C(=O)OCC)C(=O)OCC (centres undefined)
  1	-5	-2	-6	-5	2	6	2	-5	4
> Cc1ncc([N+](=O)[O-])n1Cc1ccccc1
  0	-4	0	0	1	3	1	4	-7	-9
> COc1cc(Cl)c(C)cc1NC(=O)COc1ccccc1[N+](=O)[O-]
  -2	-1	8	-2	-2	1	0	5	-6	6
> Cc1ccc(NC(=O)CC2S/C(=N/N=C/c3ccco3)NC2=O)cc1Cl (centres undefined)
  2	1	12	-27	2	-4	9	-2	-5	6
> O=C(COC(=O)c1cc(F)cc(F)c1)Nc1cccnc1Cl
  -2	9	-2	-5	6	1	-3	-5	-2	-4
> CC(CC(=O)Nc1ccc(S(=O)(=O)N2CCOCC2)cc1)c1ccccc1 (centres undefined)
  0	-10	0	-6	-3	-5	7	-1	-1	2
> OC(Cc1ccncc1)(c1ccccc1)c1ccccc1
  -1	3	-3	4	-4	-5	-3	1	-20	3
> CCCNC(=S)NCc1ccc(Cl)cc1
  -1	5	-1	0	-10	6	-5	1	1	-2
> CC(C)(C)n1nc2c(c1NC(=O)c1cccs1)CS(=O)C2 (centres undefined)
  -3	1	-1	-1	7	0	0	3	1	-2
> COc1ccc(NC(=O)N(C)C[C@H]2OCCCC[C@H](C)Oc3ccc(NS(=O)(=O)c4cn(C)cn4)cc3C(=O)N([C@H](C)CO)C[C@@H]2C)cc1
  -6	6	4	4	6	0	-1	-1	5	1
> CCCCCC(=O)Nc1cccc(C2=NOC3(C2)C[C@H](C(N)=O)N(C(=O)[C@H]2CCC(=O)N2)C3)c1 (some centres undefined)
  3	8	1	-2	-6	4	-8	2	-1	-5
> CN1C(=O)C(O)(CC(=O)c2cccs2)c2ccccc21 (centres undefined)
  0	0	-2	8	0	8	-1	1	4	-9
> Oc1oc(C=Nc2ccc(F)cc2F)c2ccccc12
  1	-1	2	-6	4	-1	4	1	-3	-3
> Nc1n[nH]c2cccc(Cl)c12
  0	-3	0	7	9	2	-2	-1	2	1
> CC(C)(C)c1ccc(/C=N/OCC(=O)NCc2ccccc2)cc1
  2	-4	-8	0	-15	6	-23	1	2	0
> Cc1ccc(S(=O)(=O)NNC(=O)c2ccoc2C)cc1
  4	-3	-1	-1	4	3	2	-4	-6	-8
> O=C(O)CCC(=O)NCc1cn(-c2ccccc2)nc1-c1cccc(Br)c1
  -1	-6	26	-4	0	-3	-25	2	-2	-4
> c1ccc(OCCN2CCN(Cc3nc(-c4ccc5c(c4)OCO5)no3)CC2)cc1
  2	14	-6	-4	-1	2	-7	-4	-2	2
> NCCSC1CC(=O)N(c2ccc(Cl)c(Cl)c2)C1=O (centres undefined)
  9	-3	-2	1	0	-8	-1	-1	9	2
> COc1ccc2c(c1)C1(Nc3ccccc3-c3nc4ccccc4n31)C(=O)N2C (centres undefined)
  2	0	4	-5	-1	2	-23	4	-25	4
> CSCCC(NS(=O)(=O)c1ccccc1F)C(=O)NC(C)c1ccccc1 (centres undefined)
  7	3	-5	5	2	6	-2	-3	1	0
> Cn1c(N)c(C(=O)COC(=O)COc2ccc(Cl)cc2)c(=O)n(C)c1=O
  -6	1	4	-6	-2	-5	-12	6	-1	6
> O=C(OCc1cn(Cc2ccccc2)nn1)N1CCCC1
  -4	6	1	-1	2	-4	x	4	-2	x
> Cc1nc2c(c(C)c1C#N)C(=O)c1ccccc1-2
  -2	-5	3	0	5	-2	3	4	-2	-1
> O=C(CCN1CCCO1)N1CCCC(N2CCN(c3ccccc3F)CC2)C1 (centres undefined)
  7	-6	-5	-4	-12	7	-2	0	4	-3
> CC1CN(C(=O)c2cccc(S(=O)(=O)N3CCOCC3)c2)CC(C)O1 (centres undefined)
  -2	1	-4	2	3	7	-10	-5	3	-4
> COc1ccc(CN2CCCC(CO)(Cc3cccc(Cl)c3)C2)cc1OC (centres undefined)
  2	0	-6	4	2	3	-3	0	-8	0
> O=C(CN1C(=O)NC2(CCCCCC2)C1=O)c1ccc(Cl)cc1
  -4	8	1	-5	5	-2	7	6	0	4
> Cc1ccc(C)c(CN2CCCNC2=O)c1
  -1	-5	4	5	1	-1	-1	1	-1	3
> Cn1nccc1NC(=O)Nc1cccc(Cl)c1Cl
  6	3	-2	-4	2	1	2	-2	1	-11
> CN(CCOc1ccc(Cl)cc1)C(=O)c1cc([N+](=O)[O-])ccc1N1CCOCC1
  1	-4	-4	2	-5	-5	3	5	3	12
> NC(CC(=O)O)c1ccc(F)cc1 (centres undefined)
  -4	-12	2	-7	0	0	4	3	3	5
> C/C=C/C=C\C(=O)Nc1cccc(C2=NOC3(C2)C[C@@H](C(N)=O)N(C(=O)c2cc([N+](=O)[O-])cc([N+](=O)[O-])c2)C3)c1 (some centres undefined)
  23*	-7	21	-2	6	-1	-10	-1	4	-2
> N#Cc1nc(-c2cccc3ccccc23)oc1N1CCCCC1
  -2	7	3	1	6	1	-6	-4	0	5
> CC(=NCCN1CCOCC1)C1=C(O)c2ccccc2C1=O
  11	-5	9	0	-37	4	-1	-1	-2	-8
> O=C1C=C(c2ccnc3cc(Cl)ccc23)C[C@@H](c2ccc3c(c2)OCO3)C1
  5	-9	-4	-3	-7	1	-38	-1	1	-5
> COc1ccc2nc(Nc3ccc4c(c3)OCO4)sc2c1
  0	-12	10	7	15	-1	10	2	-6	-7
> CCOC(=O)c1c(NC(=O)CSc2nc3ccc(OC)cc3[nH]2)sc2c1CC(C)(C)NC2(C)C
  1	-4	1	-1	-1	0	-20	-3	-4	7
> c1ccc(CNc2cccnc2)cc1
  -4	2	3	2	0	1	1	2	2	1
> CC(=O)NC/C(C)=N\Nc1ccc([N+](=O)[O-])cc1
  -5	6	6	-4	7	-1	2	-3	-1	0
> CCCNC(=O)C1(C)CCCN(Cc2ccc(-n3ccnc3)cc2)C1 (centres undefined)
  -1	6	-1	-1	4	0	x	-1	1	7

# Some values from the list:
# Result for COc1cc(Cl)c(C)cc1NC(=O)COc1ccccc1[N+](=O)[O-] in HTRA1 inhibitor: 0
# Result for CCCCCC(=O)Nc1cccc(C2=NOC3(C2)C[C@H](C(N)=O)N(C(=O)[C@H]2CCC(=O)N2)C3)c1 (some centres undefined) in HTRA1 inhibitor: -8

# Continuation:
# Values run as follows: PRMT1 FP inh	TDP2 absorb	rCAG binder	SIAE primary	ABHD4 inh	MBD2 DNA inh	HTRA1 inhibitor	LEDGF integ inh	NPR2 activator	TCR-CD3 inh
> O=C(C1=C(O)C(=O)N(CCOCCO)C1c1cccc([N+](=O)[O-])c1)c1cccs1 (centres undefined)
  0	5	-1	8	3	2	1	-2	-12	2
> CNC(=O)Nc1ccccc1C(=O)Nc1ccccc1
  -5	-7	4	3	-2	1	-5	6	-2	2
> O=C(Cc1ccc(Br)cc1)OCC(=O)c1ccc2c(c1)OCCO2
  3	-17	-3	3	-9	3	-33	0	-6	6
> CCOc1ccc(S(=O)(=O)/N=C(/Nc2ccc(C)c(S(=O)(=O)N3CCOCC3)c2)c2ccccc2)cc1
  2	4	6	-3	-1	-4	-15	0	1	4
> O=C(c1ccccn1)N(Cc1cc2ccccc2[nH]c1=O)C1CCCCC1
  1	-11	-6	-6	-7	3	1	1	-1	-10
> COc1cccc(/C=C(/C(=O)OCC(=O)NC2CCCC(C)C2C)c2ccccc2)c1 (centres undefined)
  -3	-8	1	-3	-4	5	-45	-1	5	4
> Cc1cccc(OCC(=O)Nc2cccc(-c3nnc(-c4ccccc4)o3)c2)c1C
  -1	-2	2	-3	-5	-4	-9	0	2	1
> COC(=O)c1c(NC(C)=O)sc(Cc2ccccc2)c1C
  1	3	-1	0	-2	-3	-17	2	-5	4
> NNC(=O)c1cnn(Cc2ccccc2)c1N
  1	6	3	3	7	0	-5	-1	-11	0
> CC(=O)Oc1ccc(Cl)cc1/C=C/c1ccc2ccccc2n1
  -2	-1	0	-11	-14	-1	-24	-1	-11	1
